Bioassay records: PubChem, several laboratories
HTR5A ag – HTR5A agonists in luminescence cell assay, primary screen, counter-screen for OPRM1-OPRD1 heterodimer agonist project, full-deck HTS; 5-hydroxytryptamine receptor 5A (Homo sapiens), P47898; cell-based; activation, % at 9.3 µM; hit rate 0.61% among 340,000; AID 504692, 2011; in the data active = activation mostly above about 9.5%, no sharp cut-off; inactive = mostly below about 7.6%;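 also: 0% = cells with vehicle only and 100% = reference agonist; strong numbers were not always called active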
dFosB act – activators of delta FosB homodimer, primary screen, biochemical, fluorescence polarization, TAMRA-CDK5 oligo, single point | Protein FosB (Mus musculus), P13346 | hit rate 0.99% among 340,000 | purified delta FosB; percent of positive-control signal above neutral wells | activation, % at 25 µM | AID 493131, 2011;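 active = mean activation above about 17%, with every replicate also reaching it, limit read from the data, passing the limit was not always enough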;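 also: fluorescence polarization rise as delta FosB binds a TAMRA Cdk5 AP-1 oligo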
Target sequence (P13346 whole entry, looked up): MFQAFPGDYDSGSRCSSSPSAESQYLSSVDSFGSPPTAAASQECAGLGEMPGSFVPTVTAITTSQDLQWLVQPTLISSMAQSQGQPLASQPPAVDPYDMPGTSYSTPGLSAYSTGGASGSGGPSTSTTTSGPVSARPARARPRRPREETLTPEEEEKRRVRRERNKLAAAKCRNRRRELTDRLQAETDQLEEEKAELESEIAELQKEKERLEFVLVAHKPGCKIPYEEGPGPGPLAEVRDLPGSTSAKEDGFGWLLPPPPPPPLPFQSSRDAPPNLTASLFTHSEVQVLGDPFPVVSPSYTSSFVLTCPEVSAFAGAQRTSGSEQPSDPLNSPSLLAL
SR-BI HDL uptake – inhibitors of SR-BI mediated HDL lipid uptake, primary screen, ldlA[mSR-BI] cells, fluorescence, single point; hit rate 0.96% among 320,000; AID 488896, 2010; ldlA[mSR-BI] CHO cells, DiI-HDL uptake fluorescence, 3 h; Scavenger receptor class B member 1 (Mus musculus), Q61009; inhibition, % at 12.5 µM;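 active = mean replicate inhibition of at least 70% and a set share of replicates each scoring 70 or more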;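 also: 0% = median of neutral control wells and 100% = median of positive control wells; values of inactives mirror those of a sister screen read the other way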
Target sequence (Q61009 whole entry, looked up): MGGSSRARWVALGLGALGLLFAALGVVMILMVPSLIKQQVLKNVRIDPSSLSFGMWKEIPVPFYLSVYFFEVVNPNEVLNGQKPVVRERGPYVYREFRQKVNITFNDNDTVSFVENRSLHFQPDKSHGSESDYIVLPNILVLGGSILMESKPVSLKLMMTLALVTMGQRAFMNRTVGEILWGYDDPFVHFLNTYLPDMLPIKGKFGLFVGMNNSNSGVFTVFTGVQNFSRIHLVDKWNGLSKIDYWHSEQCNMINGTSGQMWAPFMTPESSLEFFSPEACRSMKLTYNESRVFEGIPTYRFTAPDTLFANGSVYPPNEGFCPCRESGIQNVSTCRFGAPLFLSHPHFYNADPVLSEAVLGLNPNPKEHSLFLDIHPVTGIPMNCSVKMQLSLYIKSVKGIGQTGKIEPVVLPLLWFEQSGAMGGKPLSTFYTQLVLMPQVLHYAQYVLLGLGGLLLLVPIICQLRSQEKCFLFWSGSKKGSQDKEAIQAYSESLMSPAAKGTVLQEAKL
Wnt act – Wnt/beta-catenin pathway activators, primary screen, cell-based, plate reader, single point; Wnt/beta-catenin reporter cell assay, activator; activation, % at 9.35 µM; hit rate 1.2% among 300,000; AID 743398, 2014; in the data active = activation above about 30%, passing the limit was not always enough;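 also: 0% = neutral control wells and 100% = positive control wells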
MITF TRPM1 HTS – activators of MITF-driven TRPM1 promoter reporter, primary screen, cell-based, SK-MEL-5, luciferase, single point. activation, % at 12.5 µM. SK-MEL-5 TRPM1-promoter luciferase, 24 h; % of positive control, neutral wells = 0. hit rate 0.75% among 300,000;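 active = mean activation of at least 80% with every replicate also reaching 80%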;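 also: 0% = neutral control wells and 100% = parthenolide positive control wells; values of inactives mirror those of a sister screen read the other way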
HTR5A inv ag – HTR5A inverse agonists in luminescence cell assay, primary screen, counter-screen for OPRM1-OPRD1 heterodimer inverse agonist project, full-deck HTS. hit rate 0.083% among 340,000. HTR5A cell line, inverse agonism. inhibition, % at 9.3 µM; in the data active = inhibition mostly above about 23%, no sharp cut-off; inactive = mostly below about 18%;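 also: 0% = cells with DMSO and 100% = no-cell wells with DMSO; some compounds called inactive have numbers as strong as hits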
V-ATPase pH – regulators of yeast V-ATPase proton pumping, primary screen, pHLuorin cytosolic pH fluorescence; S. cerevisiae; hit rate 0.37% among 350,000; response, % at 10 µM; in the data active = response mostly above about 7.3%, no sharp cut-off; inactive = mostly below about 5.4%; also: actives read high; inactives centre near 0; some compounds called inactive have numbers as strong as hits; reference of the scale not given here
CDK5 p35 inh – inhibitors of human CDK5/p35 kinase, primary screen, biochemical, single concentration | inhibition, % at 10 µM | hit rate 0.01% among 330,000 | Cyclin-dependent kinase 5 (Homo sapiens) + Cyclin-dependent kinase 5 activator 1 (Homo … | Recombinant CDK5/p35, ADP-Glo luminescence, 60 min;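 active = highest replicate inhibition of at least 50% and at least 75% of replicates reaching 50%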;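 also: plate controls were DMSO neutral control for no effect and GW8510 at 10 µM for full effect; many of its hits are not listed in these tables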
PvdQ inh – P. aeruginosa PvdQ acylase inhibitors, primary screen, biochemical, fluorescence, plate reader and imaging, single point; PvdQ acylase [Pseudomonas aeruginosa LESB58]; purified PvdQ acylase; inhibition, % at 10 µM; hit rate 0.063% among 340,000; AID 488965, 2010; in the data active = inhibition above about 30%, passing the limit was not always enough;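 also: 0% = vehicle neutral wells and 100% = reference inhibitor wells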
NSD2 inh – NSD2 histone methyltransferase inhibitors, primary screen, biochemical, AlphaScreen, single concentration, set 2; hit rate 0.54% among 310,000; AID 743445, 2014; inhibition, % at 12.5 µM; Histone-lysine N-methyltransferase NSD2 (Homo sapiens), O96028; NSD2 peptide methylation, 120 min; in the data active = inhibition above about 50%
* hit, by the source's call; x = not tested or not shown.

SMILES	HTR5A ag	dFosB act	SR-BI HDL uptake	Wnt act	MITF TRPM1 HTS	HTR5A inv ag	V-ATPase pH	CDK5 p35 inh	PvdQ inh	NSD2 inh
O=C(CC12CC3CC(CC(Br)(C3)C1)C2)NC1=NCCS1	5.1	-8.3	-8.0	-2.6	3.2	-13.1	-2.6	1.2	-16.4	2.2
COc1ccc(-n2c(Cc3cccn3C)nnc2SCC(=O)Nc2nccs2)cc1	-3.3	10.2	-21.0	29.5	4.6	9.1	0.4	3.4	-5.1	x
Cc1oc(-c2ccccc2Cl)nc1CS(=O)CC(=O)NCc1ccc2c(c1)OCO2 (centres undefined)	1.1	-8.2	-7.9	-1.7	-7.0	-11.2	-5.2	0.0	4.4	-0.9
Cc1ccc(OCCNS(=O)(=O)c2cccs2)cc1	-2.4	-5.1	-20.5	9.8	x	-8.3	0.9	-0.6	-9.0	2.2
O=C(c1cccc(-c2ccccc2F)c1)N1CC[C@@H](N2CCC(O)CC2)[C@H](O)C1	2.7	-9.0	14.4	-2.3	-2.9	-9.2	-0.3	0.9	-0.7	0.0
COc1cc(NC(=O)COC(=O)Cc2ccc(-c3ccccc3)cc2)cc(OC)c1	4.1	-0.8	-11.3	-3.1	9.8	-14.1	2.5	-0.4	-3.9	0.5
CCc1cccc(NC(=O)c2cccc(S(=O)(=O)N3CCN(C)CC3)c2)c1	0.1	-8.3	x	-1.6	-5.7	-0.2	-2.0	0.2	2.1	11.4
CCOc1ncccc1C(=O)N1CCN(S(=O)(=O)c2ccc3c(c2)OCCO3)CC1	-0.1	-2.6	-8.7	-4.2	13.5	-7.2	1.2	-0.2	-0.1	-0.8
CC(=O)Nc1ccccc1NC(=O)c1cc(C)cc(C)c1	8.1	0.3	3.1	-1.0	-14.1	-21.7	-0.1	-1.2	-2.7	-0.8
Cc1cc(Cc2ccc([N+](=O)[O-])cc2)c(C)cn1	1.4	-7.0	-28.4	-1.5	3.2	-2.3	-2.6	1.3	8.5	3.7
Cc1c(-c2cccc(NC(=O)c3ccco3)c2)nc2ncccn12	-0.5	-9.3	9.4	5.4	6.1	1.3	-3.6	-0.9	-16.4	-5.7
COc1ccc(NC(=O)c2ccc(NCC3CCCO3)c([N+](=O)[O-])c2)cc1 (centres undefined)	-1.6	-1.0	36.8	-6.7	15.2	4.2	-3.9	3.5	9.2	0.4
COc1ccc(N2C(=O)C3C(c4ccc(C(=O)O)cc4)NC(Cc4ccccc4)(C(=O)O)C3C2=O)c([N+](=O)[O-])c1 (centres undefined)	-0.8	-0.1	5.0	-1.6	-7.8	2.0	1.1	-0.2	4.1	3.3
C/C(=N\NC(N)=S)C12CC3CC(CC(C3)C1)C2	7.6	5.3	57.6	x	-6.9	7.5	1.5	1.5	-3.8	x
CNc1cc(N2CCN(S(=O)(=O)N(C)C)CC2)ccc1[N+](=O)[O-]	-3.2	-3.1	20.7	-0.5	-5.6	8.9	0.7	-3.5	-2.6	-0.7
Cc1ccc(NC(=O)C2CC(=O)N(C(C)c3ccccc3)C2)cc1 (centres undefined)	0.9	-1.6	1.0	-4.7	-2.9	-11.6	0.2	-0.5	-2.3	-2.5
CCOC(=O)N1CCC(Nc2c(NCCCN(C)Cc3ccccc3)c(=O)c2=O)CC1	-0.6	-14.3	-10.8	-3.4	-0.4	1.9	-2.0	-0.7	-11.4	x
O=C(Nc1ccc(Cl)cc1Cl)NC1CCN(S(=O)(=O)c2ccc(F)cc2)CC1	3.2	55.0*	15.2	-1.4	-13.1	-9.5	-2.9	0.4	8.2	-1.7
c1coc(CN=C2NC(=NCc3ccco3)c3ccccc32)c1	1.8	2.7	4.6	x	-8.4	0.9	-0.8	1.1	2.2	2.6
Cc1ccc(-n2nnnc2SCC(=O)Nc2ccc(N3CCN(C)CC3)cc2)c(C)c1	2.2	-1.6	-13.8	-2.4	-2.9	-8.8	0.0	-2.2	-10.3	6.2
Cc1nn(C)c(Cl)c1C(N)=O	4.5	0.1	-9.4	-3.0	-15.4	-25.0	-2.1	1.7	-12.1	-0.1
C=CCC(CC=C)(NC(=O)c1ccccc1)c1ccccc1	2.5	1.4	0.2	x	x	-9.0	-1.8	-2.0	-13.2	-0.7
Cc1cccc(NC(=O)CSCc2cc(=O)n3ccsc3n2)c1C	-1.6	1.2	-12.8	x	-2.4	11.4	-1.4	-1.1	8.6	-0.8
CCNC(=S)N1CCN(S(=O)(=O)c2ccc(C)c(C)c2)CC1	-5.2	-5.9	-20.1	-0.3	1.0	14.3	0.2	2.3	-12.2	-0.7
CCc1ccc(NC(=O)C2CCCN(S(C)(=O)=O)C2)cc1 (centres undefined)	2.3	-0.6	-12.7	0.2	0.5	-6.0	-1.5	-0.1	4.3	-1.1

Shown in markdown: entries from further up
| compound | HTR5A ag | dFosB act | SR-BI HDL uptake | Wnt act | MITF TRPM1 HTS | HTR5A inv ag | V-ATPase pH | CDK5 p35 inh | PvdQ inh | NSD2 inh |
| --- | --- | --- | --- | --- | --- | --- | --- | --- | --- | --- |
| Cc1ccc(-n2nnnc2SCC(=O)Nc2ccc(N3CCN(C)CC3)cc2)c(C)c1 | 2.2 | -1.6 | -13.8 | -2.4 | -2.9 | -8.8 | 0.0 | -2.2 | -10.3 | 6.2 |
| Cc1nn(C)c(Cl)c1C(N)=O | 4.5 | 0.1 | -9.4 | -3.0 | -15.4 | -25.0 | -2.1 | 1.7 | -12.1 | -0.1 |
| C=CCC(CC=C)(NC(=O)c1ccccc1)c1ccccc1 | 2.5 | 1.4 | 0.2 | x | x | -9.0 | -1.8 | -2.0 | -13.2 | -0.7 |

More records.
SMILES	HTR5A ag	dFosB act	SR-BI HDL uptake	Wnt act	MITF TRPM1 HTS	HTR5A inv ag	V-ATPase pH	CDK5 p35 inh	PvdQ inh	NSD2 inh
COc1cc2c(cc1OC)C(C)N(S(=O)(=O)c1ccc(Cl)nc1)CC2 (centres undefined)	-3.7	6.7	31.1	0.6	-0.2	-17.2	-3.1	x	7.8	-0.6
O=C1C(=O)N(c2ccccn2)C(c2cccc(F)c2)/C1=C(/O)c1ccccc1 (centres undefined)	1.8	-3.1	-20.9	x	2.3	-6.5	5.3	0.9	-23.0	x
COc1cccc2c1Oc1ncccc1N(C(=O)CCC(=O)NCc1cccc(C)c1)C2	0.1	-10.9	5.6	-0.4	-11.1	4.7	6.7	0.1	-4.1	-8.8
CC(=O)c1cccc(NC(=O)C2CCN(S(=O)(=O)c3ccccc3)CC2)c1	4.5	-12.0	7.7	x	8.1	14.7	-2.8	-3.0	-10.7	-2.0
COc1ccc(C(=O)N/C(=C\c2cn(S(=O)(=O)N(C)C)c3ccccc23)C(=O)N2CCOCC2)cc1	-1.9	-10.4	-11.8	-2.3	10.0	7.2	0.2	-1.3	1.5	-1.9
CC(=O)Nc1ccc(NC(=O)c2nc(-c3ccccc3)oc2C)cc1	-2.1	-2.0	-0.7	-2.3	4.3	6.0	0.3	0.3	-5.4	-3.1
CCC(=O)NC(C)c1nc2ccccc2n1C (centres undefined)	-2.3	-1.7	-9.4	-5.0	4.8	-6.5	0.1	-5.2	-14.0	1.8
COc1cc2c3nnc(-c4ccc(F)cc4)c-3cn(Cc3cccc(C)c3)c2cc1OC	-3.5	40.9*	-23.3	-6.6	x	10.4	-2.1	1.5	6.7	x
CN(CCO)c1cc(N2CCCCC2)c2nonc2c1[N+](=O)[O-]	2.9	-11.6	7.1	x	-0.8	-8.1	1.8	-0.2	0.6	1.6
O=C(Cc1cc(=O)[nH]c(=O)[nH]1)NCc1ccccc1	0.7	3.0	-10.8	-0.7	x	-2.1	3.0	2.2	3.0	x
O=C(Cc1cccc2ccccc12)N1CC[C@@]2(O)CCCC[C@H]2C1	1.4	-8.5	-0.5	-1.0	x	-8.7	4.3	-0.8	-15.2	0.2
O=C(CN1CCN(Cc2ccccc2)CC1)N1CCN(c2ccccc2)CC1	-0.9	-7.7	-1.2	-3.3	x	9.8	-0.6	1.1	-16.2	-1.9
COc1cccc(OC)c1C(=O)Nc1ccccc1N1CCCC1	-5.4	-6.6	-2.2	-1.0	4.2	6.5	0.7	-1.8	-15.5	4.1
CCCN=C1N(C)C[C@@H]2[C@@H]3C(=O)N(Cc4ccccc4)C(=O)[C@@H]3[C@](Cc3ccccc3)(C(=O)OC)N12	-0.2	-7.0	-14.5	-0.7	4.5	0.8	-2.3	-2.0	-12.9	x
COc1cccc(NC(=O)c2ccc(NS(=O)(=O)c3cccs3)cc2)c1	7.8	-4.4	76.7*	3.3	8.6	-19.1	8.1	-7.9	-8.1	3.5
O=C(c1ccccc1)C(Cn1cncn1)C(Sc1ccccc1)c1ccccc1 (centres undefined)	0.4	14.7	-6.1	x	-0.4	-1.0	-5.0	0.2	-12.1	-0.8
COc1cc(C=O)c(Cl)cc1OCC(N)=O	-1.5	-3.2	-26.7	-3.2	16.8	4.0	5.7	-0.6	-17.2	-3.2
COc1ccc(-c2cn3c(C)c(C(=O)Nc4ccncc4)sc3n2)cc1	3.1	1.6	83.4*	5.9	x	-24.0	-3.2	-2.3	-15.8	x
Cc1cc(OCc2cc(C(=O)N(C)Cc3nonc3C)no2)cc(C)c1Cl	0.8	-9.2	37.0	0.2	15.8	-13.7	-2.5	-4.4	-8.8	-6.7
CCn1nc(-c2ccccc2)c2nc3ccccc3nc21	-1.4	0.4	12.6	0.0	-11.5	0.5	-9.8	2.5	20.8	x
COc1ccc(-n2c(SCC(N)=O)nnc2-c2ccccc2F)cc1	-1.4	0.2	-3.6	-4.7	-7.2	-12.2	-0.8	1.9	4.3	0.0
COc1cc(/C=C/C(=O)O)cc(S(=O)(=O)Nc2ccc3nc(C)sc3c2)c1OC	-0.6	-6.2	-1.6	1.3	-4.3	1.8	3.2	0.3	-2.6	x
COc1ccc(-c2ccc(S(=O)(=O)n3nc(OC(=O)c4cccs4)cc3N)cc2)cc1	13.2	0.4	2.4	-3.4	-2.4	0.4	-1.8	0.3	1.5	x
Cn1c(SCC(=O)N2CCCCCC2)nc2c([nH]c3ccccc32)c1=O	4.9	-5.1	9.4	-2.9	-1.5	1.1	-5.2	-2.6	1.6	x
Cc1ccc(OCCC(=O)OC(C)C(=O)NC2CC2)cc1 (centres undefined)	-4.0	6.8	-9.0	-1.3	-5.1	6.0	-1.8	-0.8	1.6	-2.7
COc1ccc(C2(c3ccc(OC)cc3)NC(=O)N(CC(=O)NC3(C#N)CCCCC3)C2=O)cc1	0.5	-5.2	-4.8	-0.4	-8.2	-1.8	1.9	1.0	-2.9	-3.6
CS(=O)(=O)N1CCc2ccc(NC(=O)C3CCCO3)cc2C1 (centres undefined)	1.4	-3.4	-16.8	-2.2	-18.1	-8.2	1.6	0.8	-2.8	6.3
CCc1c(C)nc2cc(-c3ccc(OC)c(OC)c3)nn2c1NCC1CC1	5.0	-2.4	88.8*	x	23.2	-12.9	-2.2	-1.0	4.1	0.7
COC(=O)c1ccc(C(=O)N2CCCC(Nc3ccc(F)c(F)c3)C2)cc1 (centres undefined)	-7.2	-4.5	-7.5	0.5	9.2	17.2	1.0	-2.6	-11.7	-1.0

Not a hit list (roughly 5% active in at least one column).
